SMARCA2 act = SMARCA2 (BRM) function activators, primary screen, cell-based, luminescence, high throughput; MG213 cells, MMTV-luciferase reporter, dexamethasone, overnight; activation, % at 9.1 µM; 1% of 370,000 active; AID 652017, 2013; in the data active means activation above about 7.8%;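 further: 0% = vehicle wells and 100% = reference activator wells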
HGIII-sPLA2 inh = human group III sPLA2 inhibitors, primary screen, biochemical, QFRET, BODIPY PC-A2 liposome substrate | inhibition, % at 12.2 µM | AID 743126, 2013 | 0.56% of 370,000 active | QFRET BODIPY PC-A2 liposome hydrolysis, fluorescence | Group 3 secretory phospholipase A2 (Homo sapiens), Q9NZ20;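 active means inhibition above mean plus 3 SD of compounds lying within the high and low control bounds, cut at about 19% in these data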;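 further: 0% = median of test compound wells and 100% = no enzyme DMSO wells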
Target sequence (Q9NZ20 whole entry, looked up): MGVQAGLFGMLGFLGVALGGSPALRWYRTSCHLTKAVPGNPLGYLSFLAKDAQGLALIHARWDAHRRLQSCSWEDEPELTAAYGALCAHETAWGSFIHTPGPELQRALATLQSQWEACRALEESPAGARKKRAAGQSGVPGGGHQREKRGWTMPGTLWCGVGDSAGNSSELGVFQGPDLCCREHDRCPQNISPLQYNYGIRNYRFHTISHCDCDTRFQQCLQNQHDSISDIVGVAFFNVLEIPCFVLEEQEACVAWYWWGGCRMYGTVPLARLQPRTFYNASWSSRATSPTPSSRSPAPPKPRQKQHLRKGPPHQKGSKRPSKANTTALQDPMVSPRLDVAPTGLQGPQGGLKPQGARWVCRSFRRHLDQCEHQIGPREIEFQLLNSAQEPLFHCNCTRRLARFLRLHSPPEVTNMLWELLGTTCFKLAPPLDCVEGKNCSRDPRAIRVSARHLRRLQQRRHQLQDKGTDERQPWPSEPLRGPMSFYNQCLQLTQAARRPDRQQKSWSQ
GC-B act = human GC-B receptor activators, primary screen, HEK293 GC-B cells, cGMP TR-FRET, EC30 CNP | AID 1920062, 2024 | activation, % at 10 µM | 0% at EC30 CNP, 100% saturating CNP | Atrial natriuretic peptide receptor 2 (Homo sapiens), P20594 | 0.11% of 370,000 active;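 active means activation at 10 µM reaching about 35% in either raw or pattern-adjusted values, limit read from the data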
ssDAF-12 act = S. stercoralis DAF-12 nuclear receptor activators, primary screen, cell-based, luminescence, HEK293, GRIP1 co-expression, lit1-tk-luc. 1% of 370,000 active. HEK293 ssDAF-12/GRIP1 lit1-tk-luc reporter; % of 3 µM dafachronic acid response. activation, % at 6.8 µM. Nuclear hormone receptor DAF-12 (Strongyloides stercoralis);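 active means activation above the mean over all tested compounds plus 3 SD, cut at about 0.9% in these data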;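 further: 0% = DMSO-only wells and 100% = 3 µM delta7-dafachronic acid wells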
hgDAF12 agonist = H. glycines DAF-12 receptor agonists, primary screen, cell-based, luminescence, HEK293, GAL4 fusion, UAS-luciferase; Nuclear hormone receptor DAF-12 (Heterodera glycines), GAL4 fusion; HEK293 GAL4-hgDAF12 UAS-luciferase reporter, agonist luminescence; normalized to butyrate control; activation, % at 6.8 µM; 1.8% of 370,000 active; AID 687014, 2013;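 active means activation above a cutoff set at the mean of all screened compounds plus 3 SD, cut at about 10% in these data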;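 further: 0% = DMSO wells and 100% = sodium butyrate wells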
hcDAF12 agonist = H. contortus DAF-12 nuclear receptor activators, primary screen, cell-based, luminescence, HEK293, lit1-tk-luc reporter. 1.4% of 370,000 active. activation, % at 6.8 µM. HEK293 hcDAF-12 lit1-tk-luc reporter; 0% DMSO, 100% Δ7-dafachronic acid;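 active means activation above the mean of all tested compounds plus 3 SD, cut at about 5.5% in these data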;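 further: 100% = response to 3 µM Δ7-dafachronic acid high control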
ADAM10 inh = human ADAM10 inhibitors, primary screen, biochemical, QFRET, HTS | Disintegrin and metalloproteinase domain-containing protein 10 (Homo sapiens), O14672 | recombinant ADAM10, EDANS/DABCYL FRET peptide cleavage, 3 h | inhibition, % at 7 µM | 0.62% of 370,000 active;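 active means inhibition above a per-campaign cutoff equal to the mean of compounds falling between control-based bounds plus 3 SD, cut at about 20% in these data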;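 further: 0% = DMSO wells while the 100% control is not disclosed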
Target sequence (O14672 214-748 limits assumed): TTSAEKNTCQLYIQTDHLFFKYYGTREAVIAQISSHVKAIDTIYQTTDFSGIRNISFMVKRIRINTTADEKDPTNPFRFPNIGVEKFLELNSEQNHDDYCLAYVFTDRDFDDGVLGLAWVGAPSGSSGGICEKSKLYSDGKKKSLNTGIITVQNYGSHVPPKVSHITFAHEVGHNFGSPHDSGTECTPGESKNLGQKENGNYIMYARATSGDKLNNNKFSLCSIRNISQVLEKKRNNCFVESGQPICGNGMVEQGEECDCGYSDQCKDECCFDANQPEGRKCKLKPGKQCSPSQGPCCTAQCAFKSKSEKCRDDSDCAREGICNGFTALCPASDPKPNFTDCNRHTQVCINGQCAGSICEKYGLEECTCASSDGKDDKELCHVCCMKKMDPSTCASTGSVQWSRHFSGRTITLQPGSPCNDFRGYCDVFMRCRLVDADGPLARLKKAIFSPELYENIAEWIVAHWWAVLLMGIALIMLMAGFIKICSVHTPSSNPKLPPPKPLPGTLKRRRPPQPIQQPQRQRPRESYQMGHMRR
DAX1 inh-1 = DAX1 (NR0B1) inhibitors, primary screen, cell-based, HEK293, Gal4-DAX1, luciferase luminescence; HEK293 Gal4-DAX1 luciferase reporter; Nuclear receptor subfamily 0 group B member 1 (Homo sapiens), P51843; 0.99% of 340,000 active; inhibition, % at 6.75 µM; AID 504766, 2011;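 active means inhibition above the mean over all tested compounds plus 3 SD, cut at about 4.2% in these data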;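 further: 0% = DAX1-transfected cells with DMSO and 100% = empty-vector control cells with DMSO; inhibition shows as a rise in luminescence from relieved DAX1 repression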
GC-A act = GC-A stimulated cGMP production enhancers – HEK293 GC-A cells, cGMP TR-FRET, EC30 ANP, primary screen | 0.14% of 370,000 active | AID 1671463, 2021 | activation, % at 10 µM | 0% at EC30 ANP, 100% saturating ANP | Atrial natriuretic peptide receptor 1 (Homo sapiens), P16066; in the data active means activation above about 40%
FXN GAA850 act = FXN promoter activators, primary screen, cell-based, luciferase luminescence, HEK293 lucGAA850 | HEK293 lucGAA850 FXN promoter luciferase reporter, 24 h; percent of 10 µM SAHA response | activation, % at 6 µM | 0.56% of 360,000 active;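 active means activation above the average of all compounds screened plus 3 SD, cutoff fixed separately per campaign, cut at about 7.5% in these data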;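 further: 0% = DMSO wells and 100% = 10 µM SAHA wells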
DAX1 inh-2 = DAX1 (NR0B1) inhibitors on StAR promoter, primary screen, cell-based, luminescence, SF-1 (NR5A1), full-length DAX-1 | AID 652010, 2013 | inhibition, % at 6.8 µM | 1.1% of 370,000 active | HEK293T StAR-luciferase reporter, SF-1/DAX-1 repression relief;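 active means inhibition above the mean over all tested compounds plus 3 SD, cut at about 3.6% in these data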;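 further: 0% = DAX-1 cells with DMSO and 100% = cells lacking DAX-1 with DMSO; higher inhibition means more luminescence from relief of DAX-1 repression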
The depositor's hits bear a star; nt = not tested or not shown. Random draw from the library. About 6.6% of those tested had a hit in this group.

Structure	hcDAF12 agonist	ssDAF-12 act	GC-A act	HGIII-sPLA2 inh	DAX1 inh-2	ADAM10 inh	GC-B act	DAX1 inh-1	SMARCA2 act	hgDAF12 agonist	FXN GAA850 act
CCCn1c(SCC(=O)c2c(N)n(C3CC3)c(=O)[nH]c2=O)nnc1-c1ccncc1	0.1	-0.6	1.4	-0.2	0.8	-6.4	7.4	0.5	-0.6	-0.7	-0.2
COc1ccc(S(=O)(=O)N2CCOC2CNC(=O)C(=O)NCCN(C)C)cc1 (centres undefined)	0.7	-0.7	1.6	0.6	1.3	-3.0	2.3	0.7	-0.8	-2.8	0.7
COc1ccc(N2CCN(c3oc(Cc4ccccc4)nc3C#N)CC2)cc1	-2.1	-2.3	0.6	-8.6	-0.5	1.6	-5.6	1.6	-5.4	-4.0	0.0
COc1cc(CNc2ccc3[nH]c(=O)[nH]c3c2)ccc1OCc1cccc(C)c1	0.4	-1.1	-6.7	13.6	-0.3	-28.4	4.4	-1.9	-0.8	-2.0	5.7
COC(=O)c1c(C(C)=O)cnc2ccc(Br)cc12	-2.7	-0.9	2.6	7.3	-0.1	-5.9	1.6	0.3	1.4	-1.6	2.6
COc1ccc2[nH]c3c(=O)n(Cc4ccc(C(=O)N5CCCCCC5)cc4)c(=S)[nH]c3c2c1	-1.3	-1.7	0.3	4.8	-0.8	1.8	-3.3	2.1	-1.6	-3.8	2.5
COc1ccc(C2C(C(N)=O)=C(C)Nc3ncnn32)cc1 (centres undefined)	1.1	-0.6	6.4	4.4	-0.3	1.7	3.6	0.8	-1.9	4.3	4.4
COc1cc(/C=C(\C#N)C(=O)Nc2cc(C(F)(F)F)ccc2Cl)ccc1OCC(=O)Nc1cccc(C(F)(F)F)c1	-2.5	-1.3	1.8	-13.2	0.3	-0.4	-2.9	0.3	2.0	0.8	2.0
O=C(Nc1nccs1)c1cc(Cl)nc2ccccc12	1.9	0.0	4.8	-4.2	0.2	4.7	9.3	1.7	0.1	2.1	-0.5
O=C(CN(Cc1ccco1)C(=O)CNS(=O)(=O)c1ccc(Cl)cc1)NC1CCCCC1	-0.5	-1.0	-1.5	-11.2	-0.5	5.4	-2.5	-0.2	-1.2	0.4	-2.9
Cc1cc(Cl)ccc1OCC(=O)N(Cc1ccco1)c1c(N)n(Cc2ccccc2)c(=O)[nH]c1=O	1.3	-1.1	-5.2	-0.4	2.7	-7.4	1.1	0.4	4.2	0.0	0.6
CC1=C(C(=O)OC2CCCCCCC2)C(c2ccc(O)cc2)NC(=O)N1 (centres undefined)	-2.4	-2.0	6.9	-29.3	0.1	6.7	0.1	0.8	-2.8	-1.5	2.2
CC(C)Cn1nc(NC(=O)c2cccs2)c2cc3ccccc3nc21	-0.9	-1.6	-2.8	-0.6	-0.4	-4.8	-1.0	5.5*	1.2	0.9	0.3
CC(OCC(O)CN1CCN(S(=O)(=O)c2ccc(Cl)cc2)CC1)c1ccc(Cl)cc1 (centres undefined)	-2.6	-0.9	-3.5	-22.8	-1.1	11.3	-1.8	-0.2	-8.0	-2.4	-2.2
O=C(CSc1ccc(-c2cccnc2)nn1)Nc1ccc(Br)cc1	-3.9	-1.8	-4.6	-16.1	-7.0	0.4	-7.4	-0.9	-3.8	-3.6	0.6
Cc1ccc(OCCn2cc(C(=O)O)c3ccccc32)cc1	-1.1	-1.3	-1.7	5.6	-0.3	-2.5	-0.2	3.1	3.0	2.3	4.0
O=C(Cn1c(CCCO)nc2ccccc21)Nc1ccccc1-c1ccccc1	1.6	-1.0	-3.4	-3.0	0.2	-12.3	-0.7	-1.5	-0.1	1.6	0.9
Cc1ccccc1OCC(=O)Nc1cccc(Cl)c1C	-2.9	-0.1	-2.4	-5.1	-0.1	-1.2	-2.4	1.7	-0.4	-1.2	0.5
CCN(CC)Cc1cc(C(=O)O)c(C)o1	-1.1	-0.4	2.0	0.6	-0.2	-2.5	-1.6	1.1	0.1	0.2	2.2
Cc1nccn1CCC(=O)NC1CCCc2c1cnn2-c1ccc(C(C)(C)C)cc1 (centres undefined)	-1.6	-1.8	2.5	-14.7	-1.7	1.7	3.3	-1.0	-3.2	-2.3	-3.6
CN(C)c1ccc(/C=C2\SC(=O)N(CC(O)Cn3c4ccccc4c4ccccc43)C2=O)cc1 (centres undefined)	0.8	-0.9	-1.4	4.5	-0.1	6.9	-0.9	-0.7	2.0	3.2	2.1
O=[N+]([O-])c1ccccc1S(=O)(=O)Nc1ccc(S(=O)(=O)N2CCOCC2)cc1	-0.9	-0.7	-1.7	-2.7	-0.5	-2.3	1.9	0.2	-3.6	0.7	-0.1
CCCn1c(N)c(C(=O)CSc2nc(C)nc3sc(C)c(C)c23)c(=O)[nH]c1=O	0.8	-1.1	40.7*	14.2	2.2	-7.9	-0.9	0.4	-1.3	-3.0	4.0
O=C(CN1CCS(=O)(=O)CC1)N/N=C/c1cccc(C(F)(F)F)c1	-0.2	-0.9	-2.2	-0.8	0.6	-6.1	-0.2	0.1	2.0	0.1	2.3
CC(=O)Nc1ccc(-n2c(=O)c3ccccc3c3ccccc3c2=O)cc1	-0.8	-1.3	5.7	-0.4	-0.6	-6.4	5.2	-0.1	-2.1	-2.1	-1.1
O=C(CCc1ccccc1)NNC(=O)COc1ccccc1Cl	-3.0	-0.8	-3.0	-7.3	-0.2	4.9	-5.0	1.4	-1.5	-1.1	1.5
Cc1cc(C)cc(OCC(=O)O/N=C(\N)Cc2ccc([N+](=O)[O-])cc2)c1	-0.2	-0.6	-6.9	-21.9	-0.6	6.2	-1.0	nt	-2.5	-0.2	0.2
CCOc1ccc(NC(=O)CSc2nnc(C)n2CC2CCCO2)cc1 (centres undefined)	-1.7	-1.4	0.8	4.3	-0.1	0.4	1.6	-0.3	4.8	0.1	-1.3
Cc1nn(CC(=O)NCc2ccccc2)c(=O)c2ccccc12	-1.1	-0.5	2.2	3.4	0.9	1.3	-4.3	0.2	-3.0	-1.6	1.8
C/C(=N\OC(=O)Nc1ccc(Cl)cc1)c1ncc(C(F)(F)F)cc1N1CCOCC1	-1.9	-0.8	-1.4	1.2	0.3	-16.2	0.3	-0.1	2.0	1.9	2.6
O=C(COC(=O)c1cccs1)Nc1ccc(S(=O)(=O)N2CCOCC2)cc1	-0.6	-1.2	-0.5	4.6	-0.4	4.8	-4.8	-0.7	-2.7	-1.2	-0.2
COCCNC(=O)CCCn1c(=O)c2cc(OC)c(OC)cc2n(CC(=O)c2ccccc2)c1=O	-1.1	-1.5	-3.7	0.6	-0.3	-0.4	-1.0	2.4	0.5	-0.7	-0.1
CN1/C(=C/C2CC(=O)N(c3ccc([N+](=O)[O-])cc3)C2=O)C(C)(C)c2ccccc21 (centres undefined)	-1.1	-1.7	2.0	-4.4	-0.1	5.5	0.6	0.3	-0.3	-2.2	0.0
CCOc1ncccc1C(=O)OCC(=O)Nc1ccc(S(=O)(=O)N2CCOCC2)cc1	1.4	-2.1	-0.1	-5.4	0.2	9.0	-3.9	1.2	0.1	-0.1	1.0
Cc1ccccc1N(C)S(=O)(=O)c1nnc(NC(=O)c2ccco2)s1	-1.4	-1.1	2.5	-8.8	-1.1	0.0	-3.7	0.0	0.2	1.4	-0.6
Cc1nn(-c2ccccc2)c(C)c1NC(=O)COc1ccc(F)cc1Cl	-4.3	-1.9	1.1	-4.9	-1.9	16.2	3.0	-1.6	-1.8	-3.9	1.4
O=C(Cn1cnc2c(oc3nc4c(cc32)CCCC4)c1=O)Nc1cccc(Cl)c1	-0.2	-1.3	3.4	-0.5	-2.1	-4.2	-2.0	1.3	-0.1	-2.9	-1.7
Cc1ccc(S(=O)(=O)N2C3CC(c4ccccc4)N(S(=O)(=O)c4ccccc4Cl)CC3C(=O)C[C@H]2c2ccccc2)cc1 (some centres undefined)	-0.7	-1.2	-2.5	-16.9	-0.7	11.9	6.5	nt	0.4	-1.1	nt
C=CCN(Cc1ccc(OC)c(OC)c1)C(=O)N1CCOCC1	2.1	-1.1	-0.8	5.2	0.3	2.6	-2.8	0.7	1.9	0.4	2.2
CCCC[n+]1ccn(C2=C([O-])c3ccccc3C(=O)/C2=N\S(=O)(=O)c2ccc(Cl)cc2)c1	-0.9	-0.9	4.1	3.6	-0.9	-0.2	3.2	2.5	-1.4	-3.5	-1.9
O=C(O)/C=C/C(=O)Nc1cccc(C(F)(F)F)c1	1.2	0.4	-2.9	10.1	0.0	-7.0	6.3	0.9	-0.3	-3.0	2.2
C/C(N)=C(/C#N)C(=O)COC(=O)c1ccncc1	-0.6	-0.5	4.7	7.9	0.3	-12.9	3.7	-0.5	-3.5	-0.7	-1.5
CC(C)(C)OC(=O)N1CCC(CC2CC(c3ccccc3)=NO2)(C(=O)O)CC1 (centres undefined)	2.1	-0.5	6.5	-3.0	0.4	2.2	0.9	0.7	0.5	2.6	-0.9
O=C(O)c1ccc(N/N=C/c2ccc(F)c(F)c2)cc1	11.5*	0.6	1.8	-19.9	3.5	12.9	-3.8	-1.9	4.0	17.8*	2.9
Cc1ccc(NC(=O)C2Cc3ccccc3C(=O)O2)cc1 (centres undefined)	0.7	-1.0	-0.5	7.3	2.7	-5.2	-4.8	0.1	-1.0	8.2	8.3*
COC(CNC(=O)c1cn(C)c2ccc(S(=O)(=O)N3CCOCC3)cc2c1=O)OC	0.9	-1.3	-0.7	3.9	1.4	9.8	-2.7	-0.4	-2.0	2.0	0.4
COc1ccc(-n2c(COc3cccc(C)c3)nnc2SCC(=O)O)cc1	2.0	-0.1	1.1	-2.5	0.0	4.9	1.9	0.3	4.0	-1.6	-0.4
C[C@H](O)[C@@H]1C(=O)N2CCc3ccc(-c4ccccc4)cc3[C@@H]2C[C@@H]1N(C)C(=O)c1ccc(C#N)cc1	-0.5	-0.5	3.6	-7.2	0.2	-1.0	-4.7	0.4	-2.0	-0.2	0.2

Compound activity deposited in PubChem BioAssay by several laboratories.
